E coli growth: counter-screen for AddAB inhibitors: E. coli growth inhibition | inhibition, % at 11.9 µM | E. coli V3065 growth, OD600 absorbance, 18 h | 0.27% of 330,000 active;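 active means inhibition above the campaign's mean inhibition across all tested compounds plus 3 SD, cut at about 9.9% in these data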;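 further: uninfected addAB+ strain grown without phage in ampicillin broth; 0% = DMSO wells and 100% = ciprofloxacin 0.95 µg/ml wells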
AddAB inh: less growth of phage-infected E. coli with AddAB; E. coli expressing H. pylori AddAB, absorbance growth; inhibition, % at 11.9 µM; 0.29% of 330,000 active; in the data active means inhibition above about 12%;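 further: 0% = vehicle wells of infected cells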
DAGLB inhibitor: blocks human DAGLB lipase activity; Q8NCG7; HEK293T DAGLB membrane lysate, EnzChek fluorogenic substrate; inhibition, % at 5.17 µM; 0.059% of 340,000 active; in the data active means inhibition above about 34%;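 further: 0% = enzyme with vehicle and 100% = wells lacking enzyme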
Target sequence (Q8NCG7 whole entry, looked up): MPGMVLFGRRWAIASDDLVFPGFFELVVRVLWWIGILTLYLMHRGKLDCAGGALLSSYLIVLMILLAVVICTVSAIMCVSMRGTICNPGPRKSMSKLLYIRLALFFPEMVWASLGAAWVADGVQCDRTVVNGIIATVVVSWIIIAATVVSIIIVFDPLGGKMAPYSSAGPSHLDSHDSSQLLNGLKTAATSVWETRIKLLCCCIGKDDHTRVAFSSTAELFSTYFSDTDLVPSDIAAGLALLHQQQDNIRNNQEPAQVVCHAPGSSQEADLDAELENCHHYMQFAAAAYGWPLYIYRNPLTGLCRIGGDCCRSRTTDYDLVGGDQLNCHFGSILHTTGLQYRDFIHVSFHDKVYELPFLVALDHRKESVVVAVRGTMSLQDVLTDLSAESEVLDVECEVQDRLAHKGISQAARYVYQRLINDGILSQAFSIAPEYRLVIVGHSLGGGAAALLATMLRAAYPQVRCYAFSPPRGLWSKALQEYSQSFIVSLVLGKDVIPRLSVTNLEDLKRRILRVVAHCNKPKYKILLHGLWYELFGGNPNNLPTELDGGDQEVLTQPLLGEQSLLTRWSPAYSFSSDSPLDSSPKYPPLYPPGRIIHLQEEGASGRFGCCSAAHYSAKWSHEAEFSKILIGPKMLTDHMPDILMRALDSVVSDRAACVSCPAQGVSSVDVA
phage Ecoli inh: E. coli growth loss with phage present; growth absorbance; AID 651602; inhibition, % at 11.9 µM; 0.26% of 360,000 active; in the data active means inhibition above about 11%
Tat transport: blocks Tat-dependent protein export in E. coli; 0.036% of 340,000 active; inhibition, % at 10 µM; AID 488895; E. coli MC4100 TorA-mCherry Tat export, fluorescence;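 active means mean replicate inhibition at least 50% and at least half of replicates individually reaching 50%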;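 further: exported cargo escapes ClpAP degradation while cytoplasmic cargo is degraded and loses fluorescence; 0% = median of neutral control wells and 100% = median of NaSCN control wells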
Wnt act: activates Wnt/beta-catenin signaling in a reporter cell assay; activator, plate reader; activation, % at 9.35 µM; 1.2% of 300,000 active; AID 743398; in the data active means activation above about 30%, passing the limit was not always enough;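 further: 0% = neutral control wells and 100% = positive control wells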
CAL PDZ inh: human CAL PDZ-peptide interaction inhibition | inhibition, % at 20 µM | AID 504414 | purified CAL PDZ, TMR-peptide fluorescence polarization, 1 h | Q9HD26 | 0.02% of 330,000 active;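 active means highest replicate inhibition of at least 40%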;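 further: plate controls were DMSO neutral control wells for no effect and unlabeled competitor peptide control wells for full effect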
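System: tagged CAL PDZ domain. Schedule: 1 h room-temperature incubation prior to read. Signal: fluorescence polarization (mP). Measure: percent inhibition from loss of millipolarization.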
PvdQ inh: P. aeruginosa PvdQ acylase inhibition; 0.063% of 340,000 active; AID 488965; inhibition, % at 10 µM; purified PvdQ acylase, fluorescence plate reader; in the data active means inhibition above about 30%, passing the limit was not always enough;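 further: 0% = vehicle neutral wells and 100% = reference inhibitor wells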
PfHsp90 set2: reduces growth (ATP signal) of yeast expressing P. falciparum Hsp90; inhibition, % at 9.4 µM; S. cerevisiae expressing PfHsp90, BacTiter-Glo ATP, 48 h; yeast lacking PDR1 and PDR3 efflux regulators; 0.32% of 310,000 active;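 active means every replicate shows inhibition above about 80%, whatever the replicate mean, limit read from the data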;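 further: 0% = DMSO neutral controls and 100% = 20 µM radicicol positive controls; yeast relying on Plasmodium falciparum Hsp90 in place of its own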
Rtt109 HAT inh: inhibitors of Candida albicans Rtt109/Vps75 histone acetyltransferase | AID 540336 | Q5AAJ8 | purified Rtt109/Vps75, ThioGlo CoA-SH fluorescence, 4 h | 0.16% of 330,000 active | inhibition, % at 34.9 µM;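 active means inhibition of at least 50% in every replicate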
* = called active by the depositor; . = no result given.

mol	DAGLB inhibitor	E coli growth	PvdQ inh	Rtt109 HAT inh	CAL PDZ inh	Tat transport	AddAB inh	phage Ecoli inh	PfHsp90 set2	Wnt act
CCOC(=O)c1c(NC(=O)CSc2nnc(-c3ccco3)o2)sc(C)c1C	-4.1	-2.7	-5.9	4.9	-0.2	9.6	-0.8	4.3	-13.1	.
Cc1csc(SCC(=O)NC(=O)NC2CCCC2)n1	.	0.2	-5.7	6.3	-1.0	-1.8	-0.8	5.8	-4.6	-0.3
COc1cccc(CNC(=O)C2CCN(c3nnc(N4CCCC4=O)s3)CC2)c1	-2.4	3.3	9.1	-5.7	-0.7	-0.8	-2.7	2.9	-0.2	-0.6
COc1cccc(N2CCN(C3CC(=O)N(c4ccc(C)c(Cl)c4)C3=O)CC2)c1 (stereo unspecified)	-3.1	-0.2	-12.3	5.9	0.1	-10.7	1.7	.	-4.4	-2.7
Cc1ccc(S(=O)(=O)N2CCOCC2)cc1NC(=O)COC(=O)CCOc1ccc(C(C)(C)C)cc1	0.6	0.7	-22.7	-2.5	-3.2	22.6	-1.2	-0.1	-2.7	-1.5
O=C(NCCCO)/C(=C/c1ccco1)NC(=O)c1ccc(Br)o1	1.2	1.9	-10.4	.	-0.6	-3.4	2.3	3.1	-22.6	.
COc1cccc(CC(NC(C)=O)C(=O)NC2CCN(C(=O)Nc3ccc(C)cc3)CC2)c1 (stereo unspecified)	-2.6	.	-0.9	-11.1	-1.1	-4.1	.	2.7	8.3	1.7
CN(CC(=O)OCC(=O)NCc1ccccc1)S(=O)(=O)c1ccc(F)cc1	-2.1	0.2	-28.4	0.9	-2.4	-2.1	-1.2	2.8	.	3.0
COc1ccc2oc(C(=O)NCc3ccco3)c(C)c2c1	-3.7	0.2	0.2	23.9	-3.2	0.4	1.5	2.1	-3.8	5.3
COc1cccc(/C=N/NC(=O)c2cc(C34CC5CC(CC(C5)C3)C4)[nH]n2)c1	1.1	0.5	-5.7	13.6	-3.0	5.0	2.6	1.5	-5.5	.
COc1ccc(C(CNC(=O)c2ccco2)N2CCCC2)cc1 (stereo unspecified)	0.1	-1.2	-9.8	-4.2	-2.1	-3.0	0.9	1.3	0.9	23.3
Cc1cccc(Cc2nnc(CCC(=O)N(C)C3CCOC3)o2)c1 (stereo unspecified)	-1.8	-0.8	-15.2	-6.3	0.5	-1.3	3.0	2.6	0.4	2.2
O=C(N/N=C/c1ccncc1)c1cccc(S(=O)(=O)Nc2ccc(Cl)cc2)c1	-4.3	-1.6	-0.7	18.8	-5.7	-5.0	-1.5	-0.1	-14.0	-2.1
O=C(CSc1nc2ccccc2c(=O)n1CCCN1CCOCC1)Nc1ccc(Br)cc1	-2.7	0.4	-5.4	-1.0	-1.1	-0.3	1.7	1.5	12.2	-2.9
Cc1ccc(C)c(S(=O)(=O)N2CCN(C(=O)c3ccncc3)CC2)c1	-0.9	1.2	-5.5	-4.2	0.7	1.0	0.0	3.8	-3.4	-2.2
CC(C)N1CCC(N2CCN(Cc3ccc4nonc4c3)CC2CCO)CC1 (stereo unspecified)	-2.5	-1.9	-2.5	-0.6	0.0	1.8	0.1	3.6	-8.0	-1.4
O=C1NC(c2ccc(Cl)cc2)Oc2ccccc21 (stereo unspecified)	-2.0	-2.2	-6.4	0.0	-1.4	5.9	2.2	2.1	3.1	-0.3
CC(C)C(NC(=O)c1ccccc1)C(=O)OCc1cc([N+](=O)[O-])cc2c1OCOC2 (stereo unspecified)	1.1	-1.1	-10.8	5.7	-0.8	-5.0	-0.7	0.5	13.3	7.1
O=C(c1cnc2ccc(Cl)cc2c1Cl)N1CCOCC1	-1.6	.	-15.2	-0.8	0.3	2.4	.	1.4	-10.8	0.4
O=C(CCC1CCCC1)NNC(=O)c1ccc(F)cc1	-1.9	-1.6	-13.4	-5.5	-0.3	-5.0	-1.9	1.6	20.2	0.3
CC(=O)Nc1ccc(NC(=O)CSc2nnnn2-c2ccc3c(c2)OCCO3)cc1	0.8	-1.4	-7.1	-2.1	-3.2	5.3	2.5	4.8	-12.9	.
Cn1cc(CN2CCN(Cc3ccccc3)CC2)c(-c2cccc(Cl)c2)n1	2.2	1.5	-3.5	0.5	-1.1	2.1	2.4	1.2	-4.0	4.5
Cc1nnc(SCCC(=O)Nc2ccc(F)cc2)s1	-1.5	-3.1	-12.6	-3.4	-1.9	-5.3	-1.1	3.6	-5.2	5.2
Cc1nc(-c2ccc(S(=O)(=O)Nc3cccc(Cl)c3)cc2)co1	0.3	0.2	-27.7	-5.1	-3.0	-3.2	0.8	2.6	-1.2	1.1
O=C(O)CC(C(=O)N(c1ccccc1)c1ccccc1)N1CCOCC1 (stereo unspecified)	5.1	1.0	3.3	12.3	-0.4	0.1	1.8	1.5	1.0	.
Cc1ccc(CN2CCSc3ccc(C(=O)NCCCN4CCN(C)CC4)cc32)cc1	0.7	-3.4	-13.9	-68.7	0.0	2.8	0.9	2.0	30.6	-3.7
O=C(Nc1cccc(Cl)c1)c1nc[nH]c1C(=O)N1CCN(c2ccccc2)CC1	1.7	-0.8	-5.9	-6.3	-0.1	-8.4	1.2	-0.2	0.9	-0.2
Cc1cccc(OCc2nnc(SCC(=O)N3CC(=O)Nc4ccccc43)o2)c1	0.6	-0.5	-2.4	3.0	-0.4	-2.8	-0.3	1.1	-7.1	10.2
O=C(Nc1c(C(=O)O)[nH]c2ccc(F)cc12)c1cccc(C(F)(F)F)c1	10.5	1.8	4.1	-2.3	-1.7	24.1	0.8	3.5	-8.8	2.6
Cc1cccc(C)c1-n1c(C)cc(/C=N/NC(=O)CSc2ncccn2)c1C	3.1	-3.6	-14.6	3.3	-1.2	10.3	1.5	1.6	-4.7	-2.9
O=C(NNC(=O)c1cccs1)c1ccccc1	0.7	2.1	-5.3	2.0	-1.2	15.9	2.6	2.8	-37.1	9.5
Cc1cccc2nc(CSc3nc4ccc([N+](=O)[O-])cc4[nH]3)cn12	-0.7	-5.3	6.3	2.5	-0.9	-7.0	0.2	2.0	0.5	1.3
O=C(O)CC1(CC(=O)Nc2cc(F)ccc2Cl)CCCCC1	1.2	-0.3	-18.3	-1.0	-0.4	-5.2	1.6	3.0	-19.7	0.4
C=CCN(c1ccc(Cl)cc1)S(=O)(=O)c1cccc(C(=O)O)c1	0.1	1.6	2.5	-0.4	0.5	-0.8	4.4	3.4	-5.1	-2.0
CC(C)(C)n1nnnc1C(c1cccnc1)N1CCN(c2ccccc2F)CC1 (stereo unspecified)	-3.1	0.7	-8.7	-10.8	0.4	-0.9	0.8	1.3	3.5	.
CCCCNC(=O)Cc1c(OC)ccc2cc(Br)ccc12	-4.4	0.5	-13.1	-2.8	-0.3	-8.1	4.2	4.3	-31.5	.
CC(C)(O)c1cn(-c2nonc2N)nn1	3.3	1.4	2.1	5.9	-0.3	0.7	6.0	2.4	22.6	.
O=C(N/N=C/c1ccco1)c1ccccc1OCc1ccc(Br)cc1	-1.6	-2.0	11.6	10.6	-2.7	-5.8	2.3	5.1	15.8	15.4
O=C(Nc1ccccc1Cl)c1ccc(-c2ccccn2)s1	-3.1	-1.7	-5.5	6.9	-1.3	-10.5	0.7	2.8	-16.8	30.0
Cc1cccc(CS(=O)(=O)Cc2ccc(C(=O)NCCc3ccccc3)o2)c1	1.0	-0.8	9.9	6.7	-1.4	-5.1	4.2	-1.1	-0.8	-0.3
O=C(CO/N=C/c1ccccc1)Nc1c(F)c(F)c(F)c(F)c1F	-4.3	1.4	6.3	13.7	-1.9	3.0	4.0	4.7	13.1	-0.2
COc1ccc(C2=NN(c3nc(-c4ccc(CNC(C)=O)cc4)cs3)C(c3ccco3)C2)cc1 (stereo unspecified)	4.4	-1.9	-13.0	4.5	-2.3	2.1	1.0	1.2	-21.8	-4.2
Oc1c(C(c2cccs2)N2CCN(c3ccccc3)CC2)sc2ncnn12 (stereo unspecified)	-1.0	1.1	-66.4	5.4	0.1	3.8	-1.2	3.8	-16.1	2.8
O=[N+]([O-])c1ccc(N/N=C\c2cccnc2)nc1	-1.2	1.4	-18.3	.	0.3	-26.7	3.4	0.9	20.7	9.1
CCn1c(SCC(=O)c2ccccc2)nnc1-c1ccoc1C	-0.7	0.4	-8.8	3.0	.	-6.9	-1.5	3.0	-2.4	.
COC(=O)c1sccc1NC(=O)c1cccc(F)c1	-13.9	-2.0	-5.1	10.0	-1.1	7.7	1.3	-1.5	-27.3	1.9
CSCCC(NC(=O)COc1ccccc1)C(=O)N1CCN(c2cccc(C(F)(F)F)c2)CC1 (stereo unspecified)	-1.0	.	-9.1	4.1	0.4	11.3	.	-0.2	46.4	-3.6
COc1ccccc1/C=N/NC(=S)NCc1ccco1	-0.8	0.9	-6.5	-1.4	-1.5	-3.2	-0.3	1.3	-3.5	28.2
Cc1ccc(SCCN2CCN(CC(C)C)CCC2=O)cc1	-5.9	.	-5.1	-10.3	-0.6	-2.8	.	1.7	-6.8	-9.0
Cc1ccc(NC(=O)COC(=O)Cn2cnc3c2c(=O)n(C)c(=O)n3C)cc1Cl	-2.0	0.4	-10.9	-7.6	-0.4	7.0	1.7	-0.5	.	-0.2
C#CCOCCOCCOCCNc1nc(N2CCOCC2)nc(N2CCN(C(=O)[C@H](Cc3cc4ccccc4[nH]3)n3cc([C@@H](N)CC(C)C)nn3)CC2)n1	1.7	-3.6	0.1	-1.5	-0.6	2.2	-0.8	.	0.1	.

Ordered by SMILES length (descending): part of the list above.
mol	DAGLB inhibitor	E coli growth	PvdQ inh	Rtt109 HAT inh	CAL PDZ inh	Tat transport	AddAB inh	phage Ecoli inh	PfHsp90 set2	Wnt act
COc1cccc(CNC(=O)C2CCN(c3nnc(N4CCCC4=O)s3)CC2)c1	-2.4	3.3	9.1	-5.7	-0.7	-0.8	-2.7	2.9	-0.2	-0.6
Cc1nc(-c2ccc(S(=O)(=O)Nc3cccc(Cl)c3)cc2)co1	0.3	0.2	-27.7	-5.1	-3.0	-3.2	0.8	2.6	-1.2	1.1
O=C(Nc1ccccc1Cl)c1ccc(-c2ccccn2)s1	-3.1	-1.7	-5.5	6.9	-1.3	-10.5	0.7	2.8	-16.8	30.0
